Screening data: PubChem, several laboratories
Anthrax LF inh2: Bacillus anthracis LF protease inhibitors, primary screen, biochemical, multiplex microsphere, MLPCN library | Lethal factor (Bacillus anthracis), P15917 | multiplex microsphere protease cleavage assay | inhibition, % at 10 µM | 360,000 tested, 0.12% active | AID 588501, 2011; also: plate controls were buffer without enzyme for full effect and enzyme alone for no effect
Rv3671c protease: Rv3671c serine protease inhibitors, primary screen, biochemical, fluorescence polarization, M. tuberculosis H37Rv. P9WHR9. 320,000 tested, 0.048% active. inhibition, % at 5.96 µM; in the data active = inhibition above about 38%;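 also: extracellular domain of Rv3671c used as enzyme; 0% = enzyme with DMSO and 100% = no enzyme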
Target sequence (P9WHR9 whole entry, looked up, the tested form may be a part): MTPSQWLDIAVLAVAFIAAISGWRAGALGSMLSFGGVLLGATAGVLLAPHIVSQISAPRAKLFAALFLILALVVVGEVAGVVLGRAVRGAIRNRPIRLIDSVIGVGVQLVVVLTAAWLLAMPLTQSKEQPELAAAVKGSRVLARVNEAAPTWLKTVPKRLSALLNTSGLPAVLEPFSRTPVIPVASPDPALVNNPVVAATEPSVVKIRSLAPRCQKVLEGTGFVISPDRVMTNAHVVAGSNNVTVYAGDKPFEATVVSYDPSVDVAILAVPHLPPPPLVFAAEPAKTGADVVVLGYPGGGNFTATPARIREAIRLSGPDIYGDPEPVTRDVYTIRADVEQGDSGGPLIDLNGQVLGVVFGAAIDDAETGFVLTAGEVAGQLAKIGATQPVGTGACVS
PrPC surface inh: inhibitors of human cell surface prion protein PrPC, primary screen, cell-based, TR-FRET. AID 720596, 2013. Major prion protein (Homo sapiens), P04156. 370,000 tested, 0.43% active. inhibition, % at 13.8 µM. TR-FRET read-out; in the data active = inhibition above about 24%; also: 0% = median of the test wells and 100% = reference compound wells
BoNT-A LC inh2: BoNT/A light chain protease inhibitors, primary screen, biochemical, flow cytometry, MLPCN library; multiplex microsphere protease substrate cleavage; inhibition, % at 10 µM; 360,000 tested, 0.17% active; AID 588499, 2011; also: plate controls were buffer without enzyme for full effect and enzyme alone for no effect
DUSP3 inh: VHR1 phosphatase inhibitors, primary screen, biochemical, absorbance, uHTS; Dual specificity protein phosphatase 3 (Homo sapiens), P51452; recombinant VHR phosphatase, pNPP absorbance; inhibition, % at 13.3 µM; 290,000 tested, 0.52% active; in the data active = inhibition above about 50%; also: some compounds called inactive have numbers as strong as hits
Target sequence (P51452 whole entry, looked up): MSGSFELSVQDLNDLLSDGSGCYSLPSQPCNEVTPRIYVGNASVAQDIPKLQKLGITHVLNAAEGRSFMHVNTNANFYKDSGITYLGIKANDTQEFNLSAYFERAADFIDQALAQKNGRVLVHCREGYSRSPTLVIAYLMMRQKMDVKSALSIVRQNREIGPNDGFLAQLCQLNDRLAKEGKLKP
3CLpro inhibitor: SARS-CoV 3CLpro protease inhibitors, primary screen, biochemical, quenched FRET | Replicase polyprotein 1ab (Severe acute respiratory syndrome coronavirus), P0C6X7 | recombinant SARS-CoV 3CLpro, quenched FRET peptide cleavage | inhibition, % at 6 µM | 290,000 tested, 0.14% active | AID 1706, 2009; in the data active = inhibition above about 12%
BoNT F protease: BoNT/F light chain protease inhibitors, primary screen, biochemical, flow cytometry, MLPCN library. Botulinum neurotoxin type F light chain protease (Clostridium botulinum). Multiplex microsphere protease cleavage assay. inhibition, % at 10 µM. 360,000 tested, 0.22% active. AID 588497, 2011; in the data active = inhibition above about 35%, passing the limit was not always enough; inconclusive = no clear call, values can overlap the other calls; also: plate controls were buffer without enzyme for full effect and enzyme alone for no effect
CCHF vOTU inh: CCHFV vOTU protease inhibitors, primary screen, biochemical, Pep-AMC substrate, fluorescence. Crimean-Congo hemorrhagic fever virus L polyprotein viral ovarian tumor (vOTU) protease …. inhibition, % at 11.5 µM. 370,000 tested, 0.55% active; in the data active = inhibition above about 30%; also: 0% = vehicle wells with enzyme and 100% = no enzyme wells
PriA SSB inh: inhibitors of Klebsiella pneumoniae PriA binding to SSB C-terminal tail, primary screen, biochemical, AlphaScreen. PriA–SSB C-terminal tail interaction (Klebsiella pneumoniae). AlphaScreen SSBct-PriA binding, biotinylated peptide. inhibition, % at 33 µM. 430,000 tested, 0.6% active; in the data active = inhibition mostly above about 37%, no sharp cut-off; inactive = mostly below about 20%;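 also: plate controls were negative control peptide for no effect and reference peptide for full effect; strong numbers were not always called active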
MazF activator: activators of E. coli MazEF toxin-antitoxin RNase, primary screen, biochemical, fluorescence, uHTS; activation, % at 20 µM; 350,000 tested, 0.32% active; AID 504720, 2011; FAM/BHQ RNA-DNA oligo cleavage fluorescence, 5 h; Endoribonuclease toxin MazF (Escherichia coli (strain K12)), P0AE70; in the data active = activation above about 50%
Target sequence (P0AE70 whole entry, looked up): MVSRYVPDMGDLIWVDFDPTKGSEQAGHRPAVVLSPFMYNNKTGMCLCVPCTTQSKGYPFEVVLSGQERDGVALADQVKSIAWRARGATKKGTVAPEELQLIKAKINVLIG
An asterisk follows results filed as active; ? = inconclusive; nt = no result given; & = joins results of further samples. Rule as the data show it, unless noted: active = inhibition above about 30%; inconclusive = no clear call, values can overlap the other calls; inactive = below that. The list is partial, so the mix of outcomes need not match the whole.

1) COc1ccc2nc(Sc3c([N+](=O)[O-])nc(C)n3Cc3ccccc3)[nH]c2c1
2) COc1ccc(Nc2nc(C)cc(C)c2C#N)cc1OC
3) CCOC(=O)C1CCCN(C2=C(NS(=O)(=O)c3ccc(Br)cc3)C(=O)c3ccccc3C2=O)C1 (centres undefined)
4) NC(=O)CSc1nc2ccccc2c(=O)n1CCc1ccccc1
5) COc1ccc(C2C(C#N)=C(C)NC3=C2C(=O)c2ccccc23)cc1 (centres undefined)
6) Cc1ccc2[nH]cc(C(=O)CN3CCN(c4ccccn4)CC3)c2c1

Compound	1	2	3	4	5	6
Anthrax LF inh2	nt	2	nt	15	-1	-1
Rv3671c protease	-1	4	-55	-1	-10	8
PrPC surface inh	7	-6	-99	-6	-8	-6
BoNT-A LC inh2	nt	0.1	nt	0.0	1.8	1.4
DUSP3 inh	28	-20	-13	8	8	23
3CLpro inhibitor	2	2	4	-6	2	-2
BoNT F protease	nt	4	nt	?	-4	0
CCHF vOTU inh	0	5	76*	-4	-5	3
PriA SSB inh	-16	-2	6	-6	-8	-7
MazF activator	-6	-10	2	5	9	5

7) O=C(Nc1ccccc1Cl)c1cccc(NC(=O)C2CCCC2)c1
8) O=C(COc1cc2oc(=O)cc(-c3ccccc3)c2cc1Cl)NCCN1CCOCC1
9) COc1ccc(S(=O)(=O)N2CCCC(C(=O)NC3CC3)C2)cc1Cl (centres undefined)
10) COc1ccc(Cl)cc1C(=O)Nn1cnc2ccccc2c1=O
11) COCCN1Cc2cccc(C(=O)N3CCN(c4ccccc4)CC3)c2C1=O
12) COc1ccccc1OCCN(C#N)c1nc(N(C)C)nc(N(C)C)n1

Compound	7	8	9	10	11	12
Anthrax LF inh2	8	-3	-2	-2	10	0
Rv3671c protease	-2	-2	8	2	-2	2
PrPC surface inh	0	-4	6	-5	12	3
BoNT-A LC inh2	0.3	2.1	-1.3	0.1	0.9	-1.4
DUSP3 inh	17	7	15	-2	16	37
3CLpro inhibitor	-2	0	-5	4	4	4
BoNT F protease	22	13	-8	-12	2	-5
CCHF vOTU inh	7	-3	0	9	-6	11
PriA SSB inh	8	14	-7	6	-19	-23
MazF activator	8	5	-6	-2	2	-17

13) Cc1ccc(OC(C)C(=O)Nc2ccc3c(c2)n(C)c(=O)n3C)cc1C (centres undefined)
14) O=C1CCCC2=C1CC(C(=O)OCc1ccccc1)C(=O)N2Cc1ccccc1 (centres undefined)
15) COc1ccc(N2CCN(C(CNC(=O)C(=O)NCC3CCCO3)c3ccco3)CC2)cc1 (centres undefined)
16) CCCS(=O)(=O)NC(=O)C1(C)CCN(C(=O)c2ccccc2F)C1 (centres undefined)
17) Cc1cc(C)nc(N/N=C2/CCSc3ccc(F)cc32)n1
18) O=C1CN(C(=O)c2cccc(F)c2)C(c2ccc(F)cc2)c2cc(F)ccc2N1 (centres undefined)

Compound	13	14	15	16	17	18
Anthrax LF inh2	nt	-2	-3	4	-1	-9
Rv3671c protease	-3	nt	-9	nt	4	0
PrPC surface inh	7	5	1	-3	8	-2
BoNT-A LC inh2	nt	-0.9	0.0	0.1	-0.7	0.8
DUSP3 inh	24	nt	8	nt	-8	-5
3CLpro inhibitor	-2	nt	1	nt	4	3
BoNT F protease	nt	-4	4	-1	2	0
CCHF vOTU inh	-2	2	6	-6	-2	3
PriA SSB inh	2	-29	-10&-2	nt	nt	8
MazF activator	9	0	-3	nt	-2	4

19) Cn1c[n+](C)cc1C(O)c1ccccc1 (centres undefined)
20) Cc1ccc(Cl)cc1NC(=O)N[C@@H](CC(C)C)C(=O)O
21) CN(Cc1ccccc1F)c1nc(-c2cccnc2)nc2ccccc12
22) Cc1cc(C(=O)Nc2ccc3c(c2)OCO3)cs1
23) CSCCC(NC(=O)c1ccccc1)C(=O)NC1CCCC1 (centres undefined)
24) ClC(Cl)(Cl)c1nc(N/N=C/c2ccncc2)c2ccccc2n1

Compound	19	20	21	22	23	24
Anthrax LF inh2	-1&0	nt	-3	1	-3	-3
Rv3671c protease	-2&1	3	-4	6	-5	-46
PrPC surface inh	-1&-2	3	10	nt	5	5
BoNT-A LC inh2	-0.3&0.6	nt	0.3	0.3	-0.4	-0.9
DUSP3 inh	-7&13	-2	10	0	-1	-5
3CLpro inhibitor	2&-3	2	2	-2	2	2
BoNT F protease	6&4	nt	-1	-12	-4	1
CCHF vOTU inh	4&-6	-6	2	nt	16	7
PriA SSB inh	-4	5	-9	-6	-4	nt
MazF activator	0&1	5	-13	2	-2	-5

25) NC(=O)CC(NC(=O)Cc1ccc(Cl)cc1)c1ccc(NC2CCCCCC2)c([N+](=O)[O-])c1 (centres undefined)
26) O=C(Nc1ccccc1Cl)c1ccccc1
27) O=C1OC(/C=C/c2ccc(Cl)cc2Cl)=NC/1=C\c1cccs1
28) CS(=O)(=O)Nc1ccc(C2=NN(S(C)(=O)=O)C(c3ccc4c(c3)OCO4)C2)cc1 (centres undefined)
29) CC(C)CCNC(=O)CN(C(=O)CCC(=O)Nc1nccs1)C1CCCCC1
30) COc1ccc(NC(=O)c2oc3ccccc3c2NC(=O)c2ccco2)c(OC)c1

Compound	25	26	27	28	29	30
Anthrax LF inh2	1	0	8	-4	14	-1
Rv3671c protease	-11	8	-17	-9	11	3
PrPC surface inh	-3	6	0	-3	-2	-3
BoNT-A LC inh2	-1.1	0.1	17	3.9	-1.7	-1.6
DUSP3 inh	10	32	4	-8	36	15
3CLpro inhibitor	-3	3	1	2	-3	5
BoNT F protease	0	-2	12	-36	7	-4
CCHF vOTU inh	0	-7	-13	-29	-10	-8
PriA SSB inh	-9	-1	-12	0	-2	-9
MazF activator	-6	-3	-46	13	0	1

31) O=C(NNC(=O)c1ccc(S(=O)(=O)N2CCCCC2)cc1)c1ccc(F)cc1
32) CCc1nnc(NC(=O)CSc2nc(SC)ns2)s1
33) CC(=O)NCCc1c[nH]c2ccc(OCC(O)CNC(C)(C)C)cc12 (centres undefined)
34) CCOC(=O)C(=O)NNc1ccc(C)cc1
35) Cc1ccccc1C(=O)N1CCC(C(=O)Nc2ccc(S(=O)(=O)N3C(C)CCCC3C)cc2)CC1 (centres undefined)
36) COc1ccc(-c2csc(NCCn3c(C)nc4cc(C(F)(F)F)ccc43)n2)cc1

Compound	31	32	33	34	35	36
Anthrax LF inh2	-12	-4	15	0	10	-2
Rv3671c protease	-1	5	9	-8	nt	-1
PrPC surface inh	10	2	7	16	-7	3
BoNT-A LC inh2	-2.1	0.5	0.7	-0.2	5.5	0.3
DUSP3 inh	11	-3	4	-5	nt	nt
3CLpro inhibitor	1	1	4	-2	nt	nt
BoNT F protease	-9	3	?	0	-14	-5
CCHF vOTU inh	2	-10	0	10	22	4
PriA SSB inh	-9	1	1	6	0	14
MazF activator	10	7	3	2	9	4

Pulled by structure from above:
33) CC(=O)NCCc1c[nH]c2ccc(OCC(O)CNC(C)(C)C)cc12 (centres undefined)
31) O=C(NNC(=O)c1ccc(S(=O)(=O)N2CCCCC2)cc1)c1ccc(F)cc1
32) CCc1nnc(NC(=O)CSc2nc(SC)ns2)s1
35) Cc1ccccc1C(=O)N1CCC(C(=O)Nc2ccc(S(=O)(=O)N3C(C)CCCC3C)cc2)CC1 (centres undefined)
36) COc1ccc(-c2csc(NCCn3c(C)nc4cc(C(F)(F)F)ccc43)n2)cc1

Compound	33	31	32	35	36
Anthrax LF inh2	15	-12	-4	10	-2
Rv3671c protease	9	-1	5	nt	-1
PrPC surface inh	7	10	2	-7	3
BoNT-A LC inh2	0.7	-2.1	0.5	5.5	0.3
DUSP3 inh	4	11	-3	nt	nt
3CLpro inhibitor	4	1	1	nt	nt
BoNT F protease	?	-9	3	-14	-5
CCHF vOTU inh	0	2	-10	22	4
PriA SSB inh	1	-9	1	0	14
MazF activator	3	10	7	9	4

(continued)
37) O=C(NNS(=O)(=O)c1ccc(F)cc1)c1cnn(-c2ccccc2)c1C(F)(F)F
38) COc1ccc(N2CCN(C(=S)Nc3ccc(S(N)(=O)=O)cc3)CC2)cc1
39) COc1ccccc1N1CCNC(C)C1=O (centres undefined)
40) C#Cc1ccc([C@@H]2C=C(C(=O)N3CCN(Cc4ccccc4)CC3)O[C@H](OCC)[C@H]2CCCO)cc1
41) CC1=C(C(=O)OC(C)C)C(c2ccc(C)o2)NC(=O)N1 (centres undefined)
42) COC(=O)CC1=C(C(=O)OC)C2(C(=O)N(C)c3ccccc32)C(C#N)=C(N)O1 (centres undefined)

Compound	37	38	39	40	41	42
Anthrax LF inh2	1	-2	-10	-4	0	7
Rv3671c protease	-2	0	0	9	0	-1
PrPC surface inh	3	1	2	3	-1	-8
BoNT-A LC inh2	?	-1.1	1.3	0.3	0.4	0.0
DUSP3 inh	-11	7	2	14	-14	15
3CLpro inhibitor	-5	-1	-5	0	-1	7
BoNT F protease	?	-5	9	-8	-1	5
CCHF vOTU inh	-7	3	-8	14	-1	7
PriA SSB inh	-4	-2	-9	8	6	-5
MazF activator	3	-23	-15	5	-4	3

43) O=C(Oc1cccnc1)c1ccc(Cl)c(Cl)c1
44) CCN(CC)C(=O)[C@H]1C[C@H](CC(=O)NCc2ccc(OC)c(OC)c2)C(=O)N2CCc3c([nH]c4cc(-c5ccco5)ccc34)[C@]12C
45) O=C(COC(=O)c1cc(=O)c2ccccc2o1)NC1CCCCC1
46) CCN(CC(=O)Nc1ccc(NC(C)=O)cc1)C(=O)CCCN1C(=O)c2ccccc2C1=O
47) C(/C=C/c1ccccn1)=C\c1ccccc1
48) CC1CCCCN1S(=O)(=O)CCNC(=O)c1ccccc1 (centres undefined)

Compound	43	44	45	46	47	48
Anthrax LF inh2	2	-5	4	3	1	nt
Rv3671c protease	5	nt	2	-3	-4	-3
PrPC surface inh	-3	-2	7	0	-2	9
BoNT-A LC inh2	0.0	-0.6	-1.6	2.2	-1.0	nt
DUSP3 inh	21	nt	2	nt	nt	nt
3CLpro inhibitor	11	nt	-2	nt	nt	nt
BoNT F protease	8	0	-12	12	-4	nt
CCHF vOTU inh	-5	-21	4	-6	-3	-2
PriA SSB inh	-11	8	-1	-4	1	-1
MazF activator	2	1	-2	7	-6	3

Reprinted from the part before: 2 entries; new compounds follow.
47) C(/C=C/c1ccccn1)=C\c1ccccc1
48) CC1CCCCN1S(=O)(=O)CCNC(=O)c1ccccc1 (centres undefined)
49) Cc1ccc(-c2csc(N)n2)s1
50) CSCCC(NS(=O)(=O)c1ccccc1F)C(=O)N1CC=C(c2ccccc2)CC1 (centres undefined)
51) c1ccc(CCc2nn3c(Cc4ccccc4)nnc3s2)cc1
52) CN(c1ccccc1)S(=O)(=O)c1ccc(Cl)c(C(=O)NCC(c2ccco2)N2CCCC2)c1 (centres undefined)
53) O=C(c1ccccc1C(F)(F)F)N1CCN(S(=O)(=O)c2ccccc2)CC1
54) CCCOC(=O)CSc1nnc(-c2ccccc2Cl)o1

Compound	47	48	49	50	51	52	53	54
Anthrax LF inh2	1	nt	0	-1	1	-2	2	1
Rv3671c protease	-4	-3	1	7	-1	-3	-8	6
PrPC surface inh	-2	9	2	-1	9	-5	1	3
BoNT-A LC inh2	-1.0	nt	-1.8	2.8	0.5	-0.7	0.7	-0.4
DUSP3 inh	nt	nt	4	-2	9	nt	2	1
3CLpro inhibitor	nt	nt	-3	0	5	nt	-1	0
BoNT F protease	-4	nt	-1	5	13	-4	1	-7
CCHF vOTU inh	-3	-2	14	11	9	-6	-2	11
PriA SSB inh	1	-1	-4	0	-4	-4	-10	-34
MazF activator	-6	3	0	4	-15	-2	4	4
